Bioassay records as filed in PubChem.
N370S GC: inhibits or activates N370S mutant glucocerebrosidase; P04062; N370S GC spleen homogenate, 4MU-glucoside fluorescence; Potency, µM (titrated, usually from 59.4 µM), for the others: at the top dose activity change, negative = inhibition, actives largely listed as inhibitors; 330,000 tested, 0.092% active; AID 2101;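 note: 0% = full enzyme activity and -100% = no enzyme basal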
FEN1 inh: inhibitors of human flap endonuclease 1. Recombinant FEN1 flap cleavage, fluorescence, 15 min. Potency, µM (titrated, usually from 114 µM), for the others: at the top dose activity change, negative = inhibition, actives largely listed as inhibitors. 390,000 tested, 0.35% active. AID 588795; note: nearly all actives have a fitted effect of over 65% in size
Target sequence (P39748 whole entry, looked up): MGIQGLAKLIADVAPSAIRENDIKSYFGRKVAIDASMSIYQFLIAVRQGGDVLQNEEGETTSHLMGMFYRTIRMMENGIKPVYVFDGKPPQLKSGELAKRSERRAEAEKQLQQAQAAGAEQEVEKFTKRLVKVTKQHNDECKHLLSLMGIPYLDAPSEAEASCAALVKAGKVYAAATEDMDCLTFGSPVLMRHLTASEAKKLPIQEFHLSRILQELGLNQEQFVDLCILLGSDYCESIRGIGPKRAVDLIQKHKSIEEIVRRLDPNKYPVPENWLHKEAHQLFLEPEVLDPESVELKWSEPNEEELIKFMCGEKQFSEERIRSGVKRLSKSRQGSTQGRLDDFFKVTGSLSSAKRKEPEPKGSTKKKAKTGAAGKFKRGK
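FEN1 at 10 nM, compound pretreatment for 15 min (room temperature), 50 nM final substrate to initiate; endpoint reads at 0 and 15 min; DMSO-only plates used as vehicle background.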
TDP1 cell CPT: DT40-hTDP1 cell growth loss with CPT | chicken DT40 Tdp1-/-;hTDP1 cells + 20 nM CPT, ATP luminescence, 48 h | Potency, µM (top dose mostly 46.2 µM), without a hit: at the top dose activity change, negative = growth inhibition, usual class: inhibitors | 420,000 tested, 12% active | AID 686979; note: nearly all actives have a fitted effect of over 55% in size
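Cell growth measured by CellTiter-Glo luminescence after a minimum 48 h, 37 C compound exposure with 20 nM CPT in Tdp1-knockout DT40 cells stably expressing hTDP1, seeded 400/well; qHTS titration format.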
* marks the source's active call; other numbers are inactive results; ? = inconclusive; / = no result given; & = joins results of further samples; ! = not active in a repeat; [ ] = another dose, or the depositor's remark. Calls come from the whole dose curve; as a rule, active = well fitted curve in the direction sought with a large enough effect; inconclusive = small, poorly fitted or top-dose-only effect, or another doubt; inactive = no such curve, though single readings can be large; an effect the other way counts as inactive or inconclusive. Unless noted, % is set by controls: 0 for no effect and ±100 for the full control effect; potency is the fitted concentration of half-maximal effect. This is a subset; rates above refer to the full screens.

Start of the data: the first 2 records as a preview:
SMILES | N370S GC | FEN1 inh | TDP1 cell CPT
CC/C(=N\NC(=O)CSCc1ccccc1Br)c1ccc2c(c1)OCCO2 | 1% | -1% | -25%
CC(=O)Nc1ccc2nc(N)sc2c1 | / | -12% | 15%

This part in full, from the start:
SMILES | N370S GC | FEN1 inh | TDP1 cell CPT
CC/C(=N\NC(=O)CSCc1ccccc1Br)c1ccc2c(c1)OCCO2 | 1% | -1% | -25%
CC(=O)Nc1ccc2nc(N)sc2c1 | / | -12% | 15%
Cc1ccc2nc(-c3ccccc3)c(CN3CCSCC3)n2c1 | -9% | -2% | ?
NS(=O)(=O)c1ccc(NC(=O)c2cc(Cl)sc2Cl)cc1 | -11% | 16% | -18%
CCOc1ccc(CNC(=O)c2ccc3c(c2)sc2nc(-c4ccc(OC)cc4)cn23)cc1 | / | 5% | -3%
O=C(NNC(=S)NCc1ccco1)c1ccc(S(=O)(=O)N2CCOCC2)cc1 | -7% | -1% | 1%
COc1ccc(C2=NOC(C(=O)NCc3cccnc3)C2)cc1OC (stereo unspecified) | 2% | 1% | ?
COC(=O)CN1C(=O)CSc2ccc(S(=O)(=O)Nc3ccc(C(C)=O)cc3)cc21 | / | 2% | -15%
CC(OC(=O)c1ncc(Cl)c(Cl)c1Cl)C(=O)NC1CCCCC1C (stereo unspecified) | 0% | -1% | 12%
O=C(CN(C(=O)CSc1nnc(COc2ccccc2)o1)c1ccc(F)cc1)NC1CCCCC1 | -29% | -17% | -15%
CCN(CC)S(=O)(=O)c1ccc(NC(=O)CSc2ncnc3ccccc23)cc1 | 9% | -1% | -30%
CC#CC(=O)N1CCC(Oc2cccc(C(=O)NCc3ccccn3)c2)CC1 | 0% | -3% | -8%
CCN(CC)C(=O)CN1C(=O)COCC1=O | 16% | -5% | -4%
CN(C)C(=O)c1ccc(-c2nccc(NCc3ccccc3)n2)cc1 | 2% | / | ?
Cc1cc(C(=O)COc2ccc3ccc(=O)oc3c2)c(C)n1Cc1cccs1 | 8% | -11% | ?
Cc1ccc(NC(=O)c2ccccc2NS(=O)(=O)c2ccc(Cl)s2)cc1S(=O)(=O)N1CCOCC1 | -7% | -6% | 13µM*
O=[N+]([O-])c1cc(/C=N\Nc2nc(-c3ccccc3)cs2)ccc1O | -17% | ? | 15µM*
CCc1ccc(NC(=O)Cn2c(=O)n(CCCC(=O)NCc3ccccc3Cl)c(=O)c3ccccc32)cc1 | / | -1% | -10%
Cc1ccc(S(=O)(=O)NC(=O)c2cc(C)n(CCCn3ccnc3)c2C)cc1 | -2% | -1% | -4%
Cc1ccc(OCC(=O)Nc2ccc(S(=O)(=O)N3CCN(C)CC3)cc2)cc1 | -2% | 2% | 1%
COc1ccc(NC(=O)NCCCN2CCN(c3cc(C)ccc3C)CC2)cc1 | -14% | -6% | 8.2µM*
Cc1ccc(NC(=O)c2cnccn2)cc1S(=O)(=O)N(C)C | 1% | -1% | 0%
CCOc1ccc(NS(=O)(=O)c2coc(C(N)=O)c2)cc1 | -6% | -1% | 10%
Cc1ccc(CNC(=O)COC(=O)c2ccc(S(=O)(=O)N(C)C)cc2)cc1 | 7% | -5% | 0%
C/C(=N/Oc1nc(C)cc(C)n1)c1ccc(Cl)cc1Cl | 8% | -16% | ?

19 entries from above, ordered by formula weight, rising:
SMILES | N370S GC | FEN1 inh | TDP1 cell CPT
CC(=O)Nc1ccc2nc(N)sc2c1 | / | -12% | 15%
CCN(CC)C(=O)CN1C(=O)COCC1=O | 16% | -5% | -4%
C/C(=N/Oc1nc(C)cc(C)n1)c1ccc(Cl)cc1Cl | 8% | -16% | ?
Cc1ccc(NC(=O)c2cnccn2)cc1S(=O)(=O)N(C)C | 1% | -1% | 0%
Cc1ccc2nc(-c3ccccc3)c(CN3CCSCC3)n2c1 | -9% | -2% | ?
CN(C)C(=O)c1ccc(-c2nccc(NCc3ccccc3)n2)cc1 | 2% | / | ?
O=[N+]([O-])c1cc(/C=N\Nc2nc(-c3ccccc3)cs2)ccc1O | -17% | ? | 15µM*
COc1ccc(C2=NOC(C(=O)NCc3cccnc3)C2)cc1OC (stereo unspecified) | 2% | 1% | ?
NS(=O)(=O)c1ccc(NC(=O)c2cc(Cl)sc2Cl)cc1 | -11% | 16% | -18%
Cc1ccc(CNC(=O)COC(=O)c2ccc(S(=O)(=O)N(C)C)cc2)cc1 | 7% | -5% | 0%
Cc1cc(C(=O)COc2ccc3ccc(=O)oc3c2)c(C)n1Cc1cccs1 | 8% | -11% | ?
CC(OC(=O)c1ncc(Cl)c(Cl)c1Cl)C(=O)NC1CCCCC1C (stereo unspecified) | 0% | -1% | 12%
COc1ccc(NC(=O)NCCCN2CCN(c3cc(C)ccc3C)CC2)cc1 | -14% | -6% | 8.2µM*
Cc1ccc(S(=O)(=O)NC(=O)c2cc(C)n(CCCn3ccnc3)c2C)cc1 | -2% | -1% | -4%
O=C(NNC(=S)NCc1ccco1)c1ccc(S(=O)(=O)N2CCOCC2)cc1 | -7% | -1% | 1%
CCN(CC)S(=O)(=O)c1ccc(NC(=O)CSc2ncnc3ccccc23)cc1 | 9% | -1% | -30%
COC(=O)CN1C(=O)CSc2ccc(S(=O)(=O)Nc3ccc(C(C)=O)cc3)cc21 | / | 2% | -15%
CCc1ccc(NC(=O)Cn2c(=O)n(CCCC(=O)NCc3ccccc3Cl)c(=O)c3ccccc32)cc1 | / | -1% | -10%
Cc1ccc(NC(=O)c2ccccc2NS(=O)(=O)c2ccc(Cl)s2)cc1S(=O)(=O)N1CCOCC1 | -7% | -6% | 13µM*

Next records
SMILES | N370S GC | FEN1 inh | TDP1 cell CPT
CC1(C)CC(N2CCN(Cc3ccccc3)CC2)=CC(=[N+]2CCCCC2)C1 | 10% | 3% | 0.058µM*
NC(=O)C1=C[C@H](c2coc3ccccc3c2=O)C[C@H](OCc2ccc(CO)cc2)O1 | -7% | -12% | -3%
Cc1ccc(C(=O)N2[C@@H]3CN(C)C(=O)[C@@]2(C)[C@H]2C(=O)N(Cc4ccccc4)C(=O)[C@@H]32)cc1 | / | 20% | 0%
O=C(COc1cc2oc(=O)c3c(c2cc1Cl)CCC3)NCCN1CCOCC1 | -6% | -21% | -19%
Cc1ccc(Cn2cc(C(=O)c3ccc(F)cc3)c(=O)c3cc4c(cc32)OCO4)cc1 | / | -2% | ?
O=C(CCN1CCN(c2ccccn2)CC1)Nc1ccc(F)cc1 | 6% | 0% | -17%
Cc1ccc(OCc2ccc(C(=O)Nc3c(C)nn(Cc4c(F)c(F)c(F)c(F)c4F)c3C)o2)c([N+](=O)[O-])c1 | 10% | 6% | 13µM*
Cc1ccc(-c2nnc(-c3ccc(NC(=O)Cc4cccs4)cc3)o2)cc1 | 27% | -1% | 15µM*
CCOC(=O)Cn1cnc2scc(-c3ccc(C)c(C)c3)c2c1=O | -2% | -17% | ?
COc1ccc(C(=O)OCC(=O)C(C)(C)C)cc1S(=O)(=O)N(C)CCc1cccnc1 | -4% | 52%[activator] | -16%
Cc1cc2oc(C(=O)NC3CCS(=O)(=O)C3)cc(=O)c2cc1C (stereo unspecified) | -5% | -3% | -8%
Cc1cc(Nc2cccc(C(F)(F)F)c2)nc2ccc(NC(=O)c3ccc(=O)[nH]c3)cc12 | / | -9% | 16µM*
COc1ccc(CCNC(=O)C2(c3cccs3)CCOCC2)cc1 | / | 19% | -25%
CCOC(=O)c1ccc(NC(=S)N2CCN(CCN=CC3=C(O)CC(c4ccccc4)CC3=O)CC2)cc1 (stereo unspecified) | -6% | -16% | -23%
CCC1CCCCN1Cc1c(O)ccc2c(=O)c(-c3ccccc3OC)coc12 (stereo unspecified) | / | -1% | -21%
COc1cc2ccccc2cc1C(=O)Nc1ccc2oc(-c3cc(Br)ccc3Cl)nc2c1 | / | -11% | ?
COCCn1c(N)c(N(Cc2ccccc2)C(=O)c2ccc(-c3ccc(Cl)cc3)o2)c(=O)[nH]c1=O | -3% | 2% | ?
CCOC(=O)c1c(NC(=O)CSc2cn(CCNC(=O)c3cccc(C(F)(F)F)c3)c3ccccc23)sc2c1CCC2 | / | 8% | -11%
CC(C)(C)Sc1ccc(/C=N/O)cc1[N+](=O)[O-] | -4% | -7% | 9%
O=C(NCc1ccc(Cl)cc1)C1C2C=CC3(CN(Cc4cccnc4)C(=O)C13)O2 (stereo unspecified) | -3% | 0% | 8%
Cc1cc(Br)ccc1NC(=O)c1sc2ncnc(N3CCN(c4ccccn4)CC3)c2c1C | 25% | 2% | 10µM*
O=C(CCC(F)(F)F)N1CCC(CO)(CCc2ccccc2)CC1 | 0% | 2% | -6%
Cc1nn(-c2cc(C)c3ccccc3n2)c2c1CCC2 | 1% | -15% | ?
COC(=O)CN1C(=O)C(C)(C)c2cc(S(=O)(=O)Nc3ccc(Br)cc3F)ccc21 | / | -2% | -6%
COc1ccccc1CCNC(=O)CSc1ccc(-c2cccs2)nn1 | 6% | 1% | 6%

(further entries)
SMILES | N370S GC | FEN1 inh | TDP1 cell CPT
Cc1ccc(C)c(N2CCN(S(=O)(=O)c3csc(C(N)=O)c3)CC2)c1 | -15% | -20%&0% | 16µM*!
CC1CCN(c2cc(C#N)c(C#N)cc2[N+](=O)[O-])CC1 | -3% | -1% | -18%
CCC1Oc2ccc(C)cc2N(CC(=O)N2CCN(c3ccccc3OC)CC2)C1=O (stereo unspecified) | / | -7% | ?
CCOC(=O)c1noc2ncn(CC(=O)O)c(=O)c12 | / | 2% | ?
Cn1ncc(C(=O)Nc2ccc(Cl)cc2)c1C(F)(F)F | -10% | 0% | -13%
Cc1[nH]c(=O)[nH]c(=O)c1NC(=O)c1cccs1 | -2% | -4% | 10%
COc1ccc(/C=C/C(=O)NC(C)C)cc1Br | 1% | 3% | 17%
Cc1cccc(N(CC(O)CN(C)C)S(=O)(=O)c2ccccc2)c1 (stereo unspecified) | 4% | 27% | -17%
O=S(=O)(Nc1ccccc1)C1CCCCC1 | / | 0% | -7%
CCOC(=O)c1c(NC(=O)c2cc3nc(-c4ccc(Br)cc4)cc(C(F)(F)F)n3n2)sc(C(C)=O)c1C | / | 12% | 21%
CN1C(C(=O)NCc2cccc(C(F)(F)F)c2)CC2Cn3c(nc4ccccc43)C21 (stereo unspecified) | -6% | -14% | 6%
CC1CCN(C(=O)CCNS(=O)(=O)c2ccc(Br)cc2)CC1 | / | 3% | -27%
O=C1CC(c2ccccc2C(F)(F)F)c2c(c3ccccc3[nH]c2=O)O1 (stereo unspecified) | / | 15% | 5%
CCc1ccccc1NC(=O)CNC(=O)CNC(=O)C1CCCCC1 | / | -2% | 8%
CCOc1cc(Cl)c(S(=O)(=O)NCc2cccnc2)cc1Cl | -4% | 1% | ?
CC(=O)c1ccc(NC(=O)CSc2nnc3c(n2)[nH]c2ccccc23)cc1 | / | ? | ?
CN(CC(=O)Nc1ccc(S(=O)(=O)N2CCCC2)cc1)Cc1cccc(Cl)c1Cl | -8% | -1% | 16µM*
Cc1ccc(NC(=O)COC(=O)CNC(=O)c2ccc(Cl)cc2Cl)cc1S(=O)(=O)N1CCOCC1 | ? | -2% | 17%
COC(=O)c1cc(NC(=O)c2oc(=O)c3ccccc3c2-c2ccccc2)cc(C(=O)OC)c1 | / | -3% | 9%
Cc1cc2n(n1)C(c1ccc3c(c1)OCO3)Nc1ccccc1-2 (stereo unspecified) | -2% | -10% | -14%
CCOc1ccc2[nH]c(=O)c(CN(CC3CCCN3CC)C(=O)NCc3ccccc3)cc2c1 (stereo unspecified) | -1% | -7% | -1%
O=C(O)C1CC(=O)N(C2CCCCC2)C1c1ccccc1 (stereo unspecified) | / | 1% | 14%
CCN(Cc1ccccc1)S(=O)(=O)c1cc2[nH]c(=O)c(=O)[nH]c2cc1C | ? | 2% | -21%
COc1ccc2[nH]cc(CCNC(=O)C3CCCCC3)c2c1 | -1% | -11% | -3%
Cc1ccc(-c2nn(CC(=O)Nc3cccnc3)c(=O)c3ccccc23)cc1 | -21% | -4% | 1%
C=CCOC(=O)C1=C[C@@H](c2ccc(Br)cc2)[C@H](CCCO)[C@@H](OCC)O1 | 21% | -14% | ?
CCCCN(C)CCNC(=O)c1nn(-c2ccc(OC)c(Cl)c2)c(=O)c2c1c1ccccc1n2C | / | -1% | ?
COc1ccc(C(=O)N2CCN(Cc3cn[nH]c3-c3ccc(OC)cc3F)CC2)cc1 | -4% | 40%[activator] | -9%
Cc1ccc2nc(N3CCN(Cc4nnnn4Cc4ccccc4)CC3)c(C#N)cc2c1 | 3% | -18% | ?
